MITF inh = human MITF inhibition, primary screen. O75030. AlphaScreen MITF homodimerization, bead proximity signal. inhibition, % at 2.6 µM. 650,000 compounds, 0.91% hits; in the data active means inhibition above about 50%;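 further: 0% = vehicle wells with protein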
Target sequence (O75030 whole entry, looked up): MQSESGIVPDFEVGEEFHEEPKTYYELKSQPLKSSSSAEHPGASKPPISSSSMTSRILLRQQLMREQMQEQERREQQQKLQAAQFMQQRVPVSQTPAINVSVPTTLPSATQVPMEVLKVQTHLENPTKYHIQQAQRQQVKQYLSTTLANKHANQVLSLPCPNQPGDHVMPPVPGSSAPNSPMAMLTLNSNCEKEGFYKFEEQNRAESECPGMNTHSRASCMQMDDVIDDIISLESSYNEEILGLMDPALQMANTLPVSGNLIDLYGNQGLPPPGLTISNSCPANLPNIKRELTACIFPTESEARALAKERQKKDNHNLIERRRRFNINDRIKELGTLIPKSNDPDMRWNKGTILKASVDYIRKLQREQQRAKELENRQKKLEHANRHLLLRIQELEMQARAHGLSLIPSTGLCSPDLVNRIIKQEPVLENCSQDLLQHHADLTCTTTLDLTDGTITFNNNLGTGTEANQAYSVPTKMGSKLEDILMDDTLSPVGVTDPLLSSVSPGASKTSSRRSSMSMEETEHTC
GPR151 activ = activates the human receptor GPR151; PathHunter beta-arrestin GPR151 cells, luminescence; Q8TDV0; activation, % at 11.2 µM; 650,000 compounds, 1% hits; in the data active means activation above about 4.9%;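 further: 0% = median of compound wells and 100% = cells with positive control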
Target sequence (Q8TDV0 whole entry, looked up): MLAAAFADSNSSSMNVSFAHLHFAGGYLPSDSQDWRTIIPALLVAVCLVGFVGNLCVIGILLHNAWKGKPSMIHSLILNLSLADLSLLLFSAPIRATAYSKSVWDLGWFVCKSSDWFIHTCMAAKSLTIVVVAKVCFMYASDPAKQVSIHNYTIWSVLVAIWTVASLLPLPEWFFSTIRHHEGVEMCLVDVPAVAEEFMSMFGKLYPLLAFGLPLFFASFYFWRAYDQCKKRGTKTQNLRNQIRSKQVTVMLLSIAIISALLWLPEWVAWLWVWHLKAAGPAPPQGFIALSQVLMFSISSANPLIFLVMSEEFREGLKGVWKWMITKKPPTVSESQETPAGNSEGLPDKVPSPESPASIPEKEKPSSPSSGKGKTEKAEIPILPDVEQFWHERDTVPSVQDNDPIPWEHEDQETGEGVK
FBW7 act = human FBW7 E3 ligase activation, primary screen; Q969H0; AlphaScreen FBW7–phospho-cyclin E peptide binding, activator screen; normalized activity (activation), % at 26.1 µM; 650,000 compounds, 0.13% hits; AID 1259310; in the data active means normalized activity above about 1.9%;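 further: purified mutant Fbw7 with reduced substrate affinity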
TEAD-YAP block = TEAD-YAP interaction inhibition; inhibition, % at 9.12 µM; HEK-TIYL cells, TEAD-Gal4/YAP UAS-luciferase luminescence; 640,000 compounds, 1.4% hits; in the data active means inhibition above about 32%;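 further: 0% = median of test compound wells and 100% = reference inhibitor wells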
* = called active by the depositor.

Fields – MITF inh	GPR151 activ	FBW7 act	TEAD-YAP block
#1 O=C1NC(=S)S/C1=C\c1cc(O)ccc1Br
    24.8	0.2	0.1	2.9
#2 CCOC(=O)CNC(=O)c1cc2cc([N+](=O)[O-])ccc2oc1=O
    -9.7	2.5	-0.2	-9.4
#3 COC(=O)c1sc(NC(=O)/C=C/c2ccc(C(C)(C)C)cc2)nc1C
    6.5	-0.8	-0.2	-7.0
#4 COc1ccc(CN2CCN(C(=O)CN3C(=O)C4C5C=CC(C5)C4C3=O)CC2)c(OC)c1OC (stereo not given)
    -6.7	0.7	0.1	7.2
#5 O=C1CC[C@@H](C(=O)N2CCC(Oc3ccc(C(=O)NCCc4ccccc4)cc3)CC2)N1
    0.4	0.4	-0.1	39.9*
#6 COc1cccc(Nc2nc(-c3ccc(S(=O)(=O)N4CCOCC4)cc3)cs2)c1
    9.4	1.7	0.0	-3.3
#7 COc1ccc(-c2cc(C(F)(F)F)n3nc(C(=O)Nc4ccc(C)c(C)c4)cc3n2)cc1OC
    8.9	2.7	0.1	4.4
#8 COCCNc1ncnc2c1c(-c1ccccc1)cn2-c1ccc(Br)cc1
    14.1	-0.1	0.1	4.8
#9 COc1ccc(-c2noc(N3CCC(C(=O)NC(C)CCc4ccccc4)CC3)n2)cc1 (stereo not given)
    -12.8	5.1*	-0.1	-11.0
#10 CC(C)c1ccc(NS(=O)(=O)c2ccc3[nH]cc(C(=O)N4CCCC4)c(=O)c3c2)cc1
    49.4	9.7*	0.5	-5.2
#11 Cc1ccc2nc(C)cc(C(=O)OCC(=O)C(C)(C)C)c2c1
    10.4	-0.5	0.5	2.1
#12 CCN1CCN(C(=O)CCc2cn(C)c3ccccc23)CC1
    8.1	0.1	0.1	4.2
#13 COc1ccc(N2CC(O)(c3cccc([N+](=O)[O-])c3)[N+]3=C2SCCC3)cc1 (stereo not given)
    2.3	-0.9	-0.1	7.4
#14 COc1cccc(Nc2nnc(SCC(=O)NNC(=O)c3ccccn3)s2)c1
    11.0	0.1	-0.9	79.3*
#15 COc1ccc(C2=Nc3ccc(C)cc3C(c3ccccc3)N2CC(=O)NN)cc1 (stereo not given)
    3.5	1.7	-0.4	-3.7
#16 Cc1ccc(OCCOCCNC(C)(C)C)c(Cl)c1
    12.6	0.6	0.2	-9.3
#17 CCc1cc(Br)ccc1NNC(C)=O
    -18.5	0.0	0.1	-7.2
#18 Clc1ccc(OCCSc2nc3ccccc3o2)cc1
    4.2	1.1	0.1	0.1
#19 CC(C)N(CCNC(=O)c1ccc2nc(-c3ccc(N4CCN(C)CC4)cc3)sc2c1)C(C)C
    -4.2	-2.9	-0.1	12.7
#20 C=C(C)Cn1c(CCNC(=O)CCC)nc2ccccc21
    -6.3	1.2	-0.1	4.9
#21 C[C@H](NC(=O)N[C@H]1C[C@H]2C(=O)N[C@@H](Cc3ccc(Cl)cc3)C(=O)N2C1)c1ccccc1
    15.3	0.3	0.0	4.7
#22 O=Cc1ccc(-c2nccnc2NS(=O)(=O)c2cccc3cccnc23)cc1
    -16.6	0.3	-0.2	5.1
#23 COc1ccc(OC(C)C(=O)O/N=C(\N)c2ccc([N+](=O)[O-])cc2)cc1 (stereo not given)
    2.3	-0.3	-0.7	-0.9
#24 C[C@@H](O)[C@@H]1NC(=O)[C@H]2CN(Cc3ccccc3F)CCN2C1=O
    -13.5	0.2	0.0	-1.3
#25 O=C(CCC1(Cc2ccco2)CCC(=O)N1)NCc1nc(-c2ccccc2)cs1 (stereo not given)
    -4.9	1.4	0.1	-31.5
#26 O=C(CSc1ccc2nnc(-c3cccnc3)n2n1)OCc1ccccc1
    -7.3	1.6	0.1	-3.2
#27 COc1ccc(/C=N/N=C2\SC(CC(=O)O)C(=O)N2c2ccccc2)cc1 (stereo not given)
    26.7	0.2	-0.1	-1.5
#28 COc1ccc(NC(=S)NC(=O)C(C)C)cc1
    5.0	0.2	-0.1	-38.1
#29 Cc1ccsc1C1C=C(c2ccc(Br)cc2)Nc2nc3ccccc3n21 (stereo not given)
    3.6	-1.6	-0.4	-71.5
#30 Cc1ccc2c(c1)CCCN2C(=O)c1ccc2c(c1)OCO2
    8.7	0.4	0.3	1.5

Among those listed so far, 3 contain a Cl atom:
Fields – MITF inh	GPR151 activ	FBW7 act	TEAD-YAP block
#16 Cc1ccc(OCCOCCNC(C)(C)C)c(Cl)c1
    12.6	0.6	0.2	-9.3
#18 Clc1ccc(OCCSc2nc3ccccc3o2)cc1
    4.2	1.1	0.1	0.1
#21 C[C@H](NC(=O)N[C@H]1C[C@H]2C(=O)N[C@@H](Cc3ccc(Cl)cc3)C(=O)N2C1)c1ccccc1
    15.3	0.3	0.0	4.7

Other entries follow.
Fields – MITF inh	GPR151 activ	FBW7 act	TEAD-YAP block
#31 CC(C)C(=O)N1CCCC(c2nc(N3CCN(C)CC3)ncc2-c2ccncc2)C1 (stereo not given)
    -3.3	0.0	0.0	-2.2
#32 Cc1cc(C)cc(NC(=O)C2C3C=CC4(O3)C2C(=O)N(C2CCCCCCC2)C4C(=O)NC2CCCCC2)c1 (stereo not given)
    2.0	0.7	0.2	1.5
#33 COc1ccccc1OCCOc1ccc(/C=C2/C(=N)N3N=C(CC(C)C)SC3=NC2=O)cc1OC
    15.0	1.8	0.3	15.9
#34 Cc1cc(C)nc(S(=O)CC(O)COCc2ccccc2)n1 (stereo not given)
    12.2	-1.0	0.8	1.1
#35 CCCOc1cc(OCCC)c2c3c(c(=O)oc2c1)CCCC3
    -6.3	-0.3	-0.1	12.4
#36 O=C(Nc1cc2cccc([N+](=O)[O-])c2oc1=O)c1ccc(Cl)c([N+](=O)[O-])c1
    9.4	-0.9	0.1	-1.8
#37 COc1cc(-c2nc(N3CCN(c4cccc(Cl)c4)CC3)c3ccccc3n2)cc(OC)c1OC
    -1.1	0.5	0.0	2.4
#38 CC(C)(C)NC(=O)Cn1cc(S(=O)(=O)Cc2ccccc2)c2ccccc21
    0.7	8.3*	0.0	-10.6
#39 COC(=O)c1ccc(/C=C2\SC(=S)N(C(CC(=O)O)C(=O)O)C2=O)cc1 (stereo not given)
    2.4	1.3	-0.6	-1.9
#40 CCCCCCc1ccc(C(=O)Nc2cccnc2)cc1
    5.3	-2.6	0.0	-57.0
#41 CC(C)C(NS(=O)(=O)c1cccc2nsnc12)C(=O)Nc1nccs1 (stereo not given)
    8.6	0.6	-0.1	0.0
#42 O=C(COc1ccccc1[N+](=O)[O-])Nc1ccc(I)cc1Cl
    6.4	-1.1	0.1	2.4
#43 O=C(CCc1nnc(-c2cc3ccccc3[nH]2)o1)N1CCCCO1
    -1.1	1.7	-0.1	-13.8
#44 CC(=O)Nc1ccc2nc(-c3ccc(C)o3)[nH]c2c1
    -0.7	-2.0	-0.1	-41.6
#45 COc1cc(C(=O)NNC(=O)c2cc([N+](=O)[O-])ccc2Cl)cc(OC)c1OC
    10.5	0.5	0.1	3.8
#46 CCNc1nc(C)cc(Nc2ccc(N3CCOCC3)cc2)n1
    -7.3	-1.3	0.6	1.8
#47 COc1ccccc1NC(=O)CSc1nc2ccsc2c(=O)n1Cc1ccccc1Cl
    18.3	-0.7	0.1	-9.2
#48 CC(=O)Nc1cccc(NC(=O)CSc2nc(C(C)(C)C)nc3ccccc23)c1
    16.8	-1.1	0.3	-10.8
#49 Cc1ccc2oc(-c3cccc(NC(=O)c4ccccc4Cl)c3)nc2c1
    0.0	-1.0	0.2	0.7
#50 O=C(COc1ccccc1Cl)NC1CCCCCC1
    -14.2	4.9*	0.0	-53.4
#51 Cc1cccc2cc(C#N)c(SCC(=O)N3CC(=O)Nc4ccccc43)nc12
    4.8	4.7	-0.1	52.9*
#52 Fc1ccccc1-c1nc(-c2ccccc2)c(-c2cccs2)[nH]1
    9.5	0.1	-0.1	7.9
#53 O=C(c1ccccc1F)N1CCN(c2ccc(Cl)cc2[N+](=O)[O-])CC1
    4.9	0.6	0.4	2.5
#54 COc1ccc(C(CC(=O)NC(C)C)NS(=O)(=O)c2ccc(F)cc2)cc1 (stereo not given)
    0.4	1.4	0.0	3.6
#55 O=C(NCc1ccc2c(c1)OCO2)c1ccc(S(=O)(=O)N2CCCCCC2)cc1
    2.2	1.1	0.0	-6.7
#56 CCCn1c(=S)[nH]c2ccccc21
    2.8	1.1	0.0	1.0
#57 c1ccc(CCc2nc(-c3ccncc3)no2)cc1
    -9.9	-2.0	0.1	-4.8
#58 CCn1c(=O)c2c(O)cc(=O)oc2c2ccccc21
    -3.8	0.6	-0.1	-1.5
#59 N=C(c1cccc(N)c1)N1CCCCC1
    9.5	-1.2	1.0	4.1
#60 COc1ccc(Br)cc1C(=O)Nc1cccc(-c2nnc(-c3ccco3)o2)c1
    3.5	-0.3	0.0	1.4
#61 CCCCCOC(=O)C1=C(C)NC2=C(C(=O)CCC2)C1c1cccc(OC)c1 (stereo not given)
    -6.3	0.5	0.1	3.5
#62 Cc1cc(C)c(C(=O)COc2ccc(CO)cc2)cc1C
    11.8	0.8	0.1	-14.6
#63 CCOC(=O)Nc1ccc(OCc2nnc3c4ccccc4c(C)nn23)cc1
    7.3	3.3	-0.1	-12.4
#64 CCN(CC)S(=O)(=O)c1ccc(C(=O)N2CCc3cc(OC)c(OC)cc3C2COc2ccccc2OC)cc1 (stereo not given)
    -3.6	1.8	-0.1	3.8
#65 COc1ccc(CCN(C(=O)c2ccc(Cl)cc2)C2CC(=O)N(c3ccc(F)cc3)C2=O)cc1 (stereo not given)
    17.9	-0.5	0.2	-4.9
#66 COCCCn1c(SCC(=O)OC(C)C)nnc1-c1ccccc1
    17.6	-0.3	0.9	-11.1
#67 CNc1snc(Cl)c1Br
    -4.3	-0.7	0.0	-4.2
#68 Cc1c(C(=O)NC(C)(C)C)oc2c(Cl)cccc12
    0.7	0.6	0.1	2.2
#69 COc1ccc(CCNC(=O)Cc2cn(-c3ccc(Nc4cccc(N(C)C)c4)nn3)c3ccccc23)cc1
    6.7	-1.2	-0.2	-0.3
#70 COc1cc2nc(Nc3nc4ccccc4n3C)nc(NCc3ccccc3)c2cc1OC
    13.8	0.5	0.0	-3.4

Results in GPR151 activ and TEAD-YAP block, for some of the entries so far:
# | canonical_smiles | GPR151 activ | TEAD-YAP block
70 | COc1cc2nc(Nc3nc4ccccc4n3C)nc(NCc3ccccc3)c2cc1OC | 0.5 | -3.4
67 | CNc1snc(Cl)c1Br | -0.7 | -4.2
68 | Cc1c(C(=O)NC(C)(C)C)oc2c(Cl)cccc12 | 0.6 | 2.2
61 | CCCCCOC(=O)C1=C(C)NC2=C(C(=O)CCC2)C1c1cccc(OC)c1 (stereo not given) | 0.5 | 3.5

Later entries:
Fields – MITF inh	GPR151 activ	FBW7 act	TEAD-YAP block
#71 CCC12C(=O)C(CC)(C(c3ccccc3)=C1c1ccccc1)C1C(=O)N(c3ccc(OC)cc3)C(=O)C12 (stereo not given)
    -2.2	0.4	-0.1	3.6
#72 O=C(CCc1cccc(Oc2ccc(F)cc2)c1)NCc1ccco1
    4.6	-1.8	0.1	-1.3
#73 C=CCc1cc(/C=C2/SC(=S)NC2=O)cc(OCC)c1O
    1.0	0.9	-0.1	6.2
#74 O=C(COC(=O)c1cccs1)NCc1ccc(F)cc1
    6.9	0.0	0.1	-1.9
#75 Cc1ccc(NC(=O)CSc2nnc(C)s2)cc1
    -21.9	-1.3	0.1	-1.2
#76 COc1ccc(NC(=O)c2ccc(N3C(=O)c4ccc([N+](=O)[O-])cc4C3=O)cc2)cc1
    1.8	-2.6	0.3	-16.2
#77 CS(=O)(=O)N(CC(=O)N1CCCCC1)c1cccc(Cl)c1
    14.6	-0.5	0.2	7.8
#78 O=C(Nc1cccc(Br)c1)c1cccc(N2C(=O)c3ccccc3C2=O)c1
    4.6	-0.4	0.2	-5.5
#79 Cc1nonc1CN(C)Cc1ccc(OCC2CCCN(C(=O)CC3CCCC3)C2)cc1 (stereo not given)
    8.2	0.5	0.0	-4.8
#80 C=CCNCc1cc(Br)ccc1OC
    -16.6	-1.5	0.0	5.2
#81 CCOc1ncccc1C(=O)Nc1cccc(-c2ccc3nncn3n2)c1
    6.3	0.6	-0.1	12.3
#82 CCCCCCOc1ccccc1C1NC(=S)NC(C)=C1C(=O)Nc1ccccc1 (stereo not given)
    -0.8	0.6	0.5	8.3
#83 COc1ccc(N(C(=O)C(C)C)C2C=CS(=O)(=O)C2)cc1 (stereo not given)
    -3.5	0.0	-0.1	-5.8
#84 CC(C)(C)c1ccc(C(=O)CC(C(=O)O)N2CCN(c3cccc(Cl)c3)CC2)cc1 (stereo not given)
    -12.2	-1.4	-0.1	18.4
#85 Fc1ccc(CNc2nc3ccccc3c3nc(-c4ccncc4)nn23)cc1
    4.1	-0.4	0.5	1.0
#86 CCOC(=O)C1=C(C)N=c2s/c(=C\c3ccc(-c4ccc(Br)cc4)o3)c(=O)n2C1c1c(OC)ccc2ccccc12 (stereo not given)
    -9.6	-0.8	0.1	-3.6
#87 CCOC(=O)Cn1c(=O)oc2cc(S(=O)(=O)N3CCCC(C)C3)ccc21 (stereo not given)
    6.3	0.1	0.2	0.9

Source: PubChem (The Scripps Research Institute Molecular Screening Center)
